Source: PubChem
DAX1 inh-1: DAX1 (NR0B1) inhibitors, primary screen, cell-based, HEK293, Gal4-DAX1, luciferase luminescence; inhibition, % at 6.75 µM; hit rate 0.99% among 340,000; AID 504766, 2011; Nuclear receptor subfamily 0 group B member 1 (Homo sapiens), P51843; HEK293 Gal4-DAX1 luciferase reporter;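 active = inhibition above the mean over all tested compounds plus 3 SD, cut at about 4.2% in these data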;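 also: 0% = DAX1-transfected cells with DMSO and 100% = empty-vector control cells with DMSO; inhibition shows as a rise in luminescence from relieved DAX1 repression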
MBD2 inh: inhibitors of MBD2 binding to methylated DNA, primary screen, biochemical, TR-FRET, DNA-binding domain, human; MBD2 binding to methylated oligonucleotide; inhibition, % at 4.4 µM; hit rate 0.31% among 370,000; AID 686964, 2013; in the data active = inhibition above about 13%
hgDAF12 agonist: H. glycines DAF-12 receptor agonists, primary screen, cell-based, luminescence, HEK293, GAL4 fusion, UAS-luciferase; hit rate 1.8% among 370,000; HEK293 GAL4-hgDAF12 UAS-luciferase reporter, agonist luminescence; normalized to butyrate control; AID 687014, 2013; activation, % at 6.8 µM; Nuclear hormone receptor DAF-12 (Heterodera glycines), GAL4 fusion;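 active = activation above a cutoff set at the mean of all screened compounds plus 3 SD, cut at about 10% in these data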;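 also: 0% = DMSO wells and 100% = sodium butyrate wells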
ssDAF12 agonist: S. stercoralis DAF-12 nuclear receptor activators, primary screen, cell-based, luminescence, HEK293, GRIP1 co-expression, lit1-tk-luc. Nuclear hormone receptor DAF-12 (Strongyloides stercoralis). HEK293 ssDAF-12/GRIP1 lit1-tk-luc reporter; % of 3 µM dafachronic acid response. activation, % at 6.8 µM. hit rate 1% among 370,000. AID 652126, 2013;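 active = activation above the mean over all tested compounds plus 3 SD, cut at about 0.9% in these data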;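 also: 0% = DMSO-only wells and 100% = 3 µM delta7-dafachronic acid wells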
PLCb3 inh: human PLC-beta3 inhibitors, primary screen, biochemical, fluorescence. 1-phosphatidylinositol 4,5-bisphosphate phosphodiesterase beta-3 (Homo sapiens), Q01970. Purified PLC-beta3, fluorogenic substrate. inhibition, % at 12.2 µM. hit rate 0.18% among 370,000; in the data active = inhibition above about 11%;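 also: 0% = median of compound wells on plate and 100% = full blocker control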
Target sequence (Q01970 whole entry, looked up): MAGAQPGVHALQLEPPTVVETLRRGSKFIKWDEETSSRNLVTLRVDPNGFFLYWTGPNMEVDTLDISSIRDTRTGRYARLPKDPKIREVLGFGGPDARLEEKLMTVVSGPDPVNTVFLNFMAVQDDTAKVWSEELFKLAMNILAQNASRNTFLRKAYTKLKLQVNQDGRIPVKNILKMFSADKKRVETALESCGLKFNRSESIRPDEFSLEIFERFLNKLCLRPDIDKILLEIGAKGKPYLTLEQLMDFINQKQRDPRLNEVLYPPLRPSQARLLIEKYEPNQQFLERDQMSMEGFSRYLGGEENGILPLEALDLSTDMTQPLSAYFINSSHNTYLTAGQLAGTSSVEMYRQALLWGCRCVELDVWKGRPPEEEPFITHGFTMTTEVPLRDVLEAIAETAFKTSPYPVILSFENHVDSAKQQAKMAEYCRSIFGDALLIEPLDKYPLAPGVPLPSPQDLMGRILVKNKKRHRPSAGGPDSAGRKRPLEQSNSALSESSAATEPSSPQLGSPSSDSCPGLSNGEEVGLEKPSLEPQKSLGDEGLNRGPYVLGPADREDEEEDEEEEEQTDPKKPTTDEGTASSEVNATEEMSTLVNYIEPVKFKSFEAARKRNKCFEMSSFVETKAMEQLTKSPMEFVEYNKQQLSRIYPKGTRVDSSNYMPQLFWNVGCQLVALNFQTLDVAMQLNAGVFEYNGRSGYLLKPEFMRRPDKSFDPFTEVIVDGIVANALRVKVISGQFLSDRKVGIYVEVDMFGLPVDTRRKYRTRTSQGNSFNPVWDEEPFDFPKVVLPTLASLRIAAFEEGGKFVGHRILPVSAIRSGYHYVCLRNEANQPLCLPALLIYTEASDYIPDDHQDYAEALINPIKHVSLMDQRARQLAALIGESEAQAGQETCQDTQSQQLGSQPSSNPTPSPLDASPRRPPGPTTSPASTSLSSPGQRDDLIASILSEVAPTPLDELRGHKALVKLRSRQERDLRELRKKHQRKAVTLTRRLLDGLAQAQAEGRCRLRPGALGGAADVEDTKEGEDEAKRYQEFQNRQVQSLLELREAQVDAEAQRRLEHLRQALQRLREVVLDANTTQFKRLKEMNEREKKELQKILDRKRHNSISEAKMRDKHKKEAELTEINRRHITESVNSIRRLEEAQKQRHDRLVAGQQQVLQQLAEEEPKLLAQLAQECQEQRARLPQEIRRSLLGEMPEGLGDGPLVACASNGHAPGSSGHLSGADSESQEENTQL
PLCg1 inh: PLC-gamma1 enzyme inhibitors, primary screen, biochemical, fluorescence, purified enzyme; 1-phosphatidylinositol 4,5-bisphosphate phosphodiesterase gamma-1 (Homo sapiens), P19174; fluorogenic substrate; inhibition, % at 12.2 µM; hit rate 0.84% among 370,000; AID 720700, 2013; in the data active = inhibition above about 9.5%
SMARCA2 activ: SMARCA2 (BRM) function activators, primary screen, cell-based, luminescence, high throughput; MG213 cells, MMTV-luciferase reporter, dexamethasone, overnight; activation, % at 9.1 µM; hit rate 1% among 370,000; AID 652017, 2013; in the data active = activation above about 7.8%;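 also: 0% = vehicle wells and 100% = reference activator wells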
DAX1 inh-2: DAX1 (NR0B1) inhibitors on StAR promoter, primary screen, cell-based, luminescence, SF-1 (NR5A1), full-length DAX-1; HEK293T StAR-luciferase reporter, SF-1/DAX-1 repression relief; inhibition, % at 6.8 µM; hit rate 1.1% among 370,000; AID 652010, 2013;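 active = inhibition above the mean over all tested compounds plus 3 SD, cut at about 3.6% in these data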;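 also: 0% = DAX-1 cells with DMSO and 100% = cells lacking DAX-1 with DMSO; higher inhibition means more luminescence from relief of DAX-1 repression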
hcDAF12 agonist: H. contortus DAF-12 nuclear receptor activators, primary screen, cell-based, luminescence, HEK293, lit1-tk-luc reporter. activation, % at 6.8 µM. HEK293 hcDAF-12 lit1-tk-luc reporter; 0% DMSO, 100% Δ7-dafachronic acid. hit rate 1.4% among 370,000;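 active = activation above the mean of all tested compounds plus 3 SD, cut at about 5.5% in these data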;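 also: 100% = response to 3 µM Δ7-dafachronic acid high control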
ADAM17 inh: ADAM17 inhibitors, primary screen, biochemical, QFRET. hit rate 0.83% among 370,000. inhibition, % at 6.95 µM. recombinant ADAM17, EDANS/DABCYL FRET peptide cleavage;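 active = inhibition above the mean of compounds lying between control limits plus 3 SD, set per campaign, cut at about 8.5% in these data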;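 also: 0% = DMSO-only wells as the low control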
NR1D1 modulator: modulators of Rev-erb alpha DNA binding, primary screen, biochemical, FITC-DNA, fluorescence polarization, uHTS | Nuclear receptor subfamily 1 group D member 1 (Homo sapiens), P20393 | Rev-erbα–FITC-DNA binding, 90 min | activity, % at 10 µM | hit rate 0.79% among 370,000 | AID 1259318, 2017;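 active = activity above about 14%, limit read from the data; passing the limit was not always enough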;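 also: 0% = DMSO wells with 35 nM protein and 100% = DMSO wells with 750 nM protein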
Numbers without * were called inactive.

CCCCC(=O)N(Cc1ccc(F)cc1)C1CCS(=O)(=O)C1 (stereo not given) was read as DAX1 inh-1 0.6, MBD2 inh -4, hgDAF12 agonist 0.9, ssDAF12 agonist -0.5, PLCb3 inh -4, PLCg1 inh 1, SMARCA2 activ 0, DAX1 inh-2 -0.2, hcDAF12 agonist -0.3, ADAM17 inh 1 and NR1D1 modulator 3.
C[C@H]1CN([C@@H](C)CO)S(=O)(=O)c2ccc(Br)cc2O[C@H]1CN(C)C(=O)c1cccnc1 was read as DAX1 inh-1 1.1, MBD2 inh 3, hgDAF12 agonist -2.2, ssDAF12 agonist 0.0, PLCb3 inh 0, PLCg1 inh 0, SMARCA2 activ 0, DAX1 inh-2 -0.5, hcDAF12 agonist 0.3, ADAM17 inh -1 and NR1D1 modulator 8.
COC1=CC(=O)c2nc(Cl)ccc2C1=O was read as MBD2 inh -2, hgDAF12 agonist -13, ssDAF12 agonist -2.1, PLCb3 inh 4, PLCg1 inh 10*, SMARCA2 activ -15, DAX1 inh-2 -8.2, hcDAF12 agonist -2.3, ADAM17 inh 1 and NR1D1 modulator -2.
CCOCCCNS(=O)(=O)c1cc2[nH]c3c(c2cc1C)C(=O)CC(C)(C)C3 was read as DAX1 inh-1 -1.8, MBD2 inh 2, hgDAF12 agonist -2.6, ssDAF12 agonist -1.9, PLCb3 inh -2, PLCg1 inh 2, SMARCA2 activ -3, DAX1 inh-2 -0.7, hcDAF12 agonist -3.6, ADAM17 inh -3 and NR1D1 modulator 2.
Cc1ccc(S(=O)(=O)CCc2nnc(NC(=O)c3cnccn3)s2)cc1 was read as DAX1 inh-1 -0.1, MBD2 inh 6, hgDAF12 agonist -1.0, ssDAF12 agonist -0.7, PLCb3 inh 1, PLCg1 inh 0, SMARCA2 activ 1, DAX1 inh-2 0.8, hcDAF12 agonist 0.7, ADAM17 inh -2 and NR1D1 modulator 1.
For Cc1ccccc1C(=O)c1c[nH]c(C(=O)NCC2CCCO2)c1 (stereo not given) the results were DAX1 inh-1 0.8, MBD2 inh 2, hgDAF12 agonist -1.6, ssDAF12 agonist -1.4, PLCb3 inh 9, PLCg1 inh 2, SMARCA2 activ -4, DAX1 inh-2 1.1, hcDAF12 agonist -0.3, ADAM17 inh 9.2* and NR1D1 modulator 3.
Screening O=C(C1=COCCO1)N1CCN(C(c2ccccc2)c2ccccc2)CC1 returned DAX1 inh-1 -0.5, MBD2 inh -1, hgDAF12 agonist -3.1, ssDAF12 agonist -1.1, PLCb3 inh -7, PLCg1 inh 0, SMARCA2 activ -3, DAX1 inh-2 -0.9, hcDAF12 agonist -2.0, ADAM17 inh -1 and NR1D1 modulator 1.
For CCCCNC(=O)C1C(c2ccc(OC)cc2)=Nc2ccccc2N1C(=O)c1ccc2ncccc2c1 (stereo not given) the results were MBD2 inh -9, hgDAF12 agonist 1.9, ssDAF12 agonist -0.5, PLCb3 inh -16, PLCg1 inh -13, SMARCA2 activ 2, DAX1 inh-2 -0.1, hcDAF12 agonist 1.6, ADAM17 inh 2 and NR1D1 modulator -2.
COCCCNC(=O)CS(=O)(=O)Cc1nc(-c2cccc(OC)c2)oc1C was read as DAX1 inh-1 0.5, MBD2 inh -3, hgDAF12 agonist -2.6, ssDAF12 agonist -0.5, PLCb3 inh 0, PLCg1 inh -1, SMARCA2 activ 0, DAX1 inh-2 1.0, hcDAF12 agonist -0.4, ADAM17 inh 0 and NR1D1 modulator -1.
Cc1cc2ccccc2n2c(SCC(=O)N3CCc4ccccc4C3)nnc12 was read as DAX1 inh-1 -0.8, MBD2 inh 1, hgDAF12 agonist 0.2, ssDAF12 agonist -0.8, PLCb3 inh -5, PLCg1 inh -2, SMARCA2 activ 7, DAX1 inh-2 -0.5, hcDAF12 agonist 0.4, ADAM17 inh 1 and NR1D1 modulator 3.
For O=S1(=O)CC(N2CCC(c3ccccc3)CC2)CN1C1CCCCC1 (stereo not given) the results were MBD2 inh 4, hgDAF12 agonist -1.1, ssDAF12 agonist -1.1, PLCb3 inh 2, PLCg1 inh -1, SMARCA2 activ -3, DAX1 inh-2 0.0, hcDAF12 agonist 1.2, ADAM17 inh -2 and NR1D1 modulator 4.
Screening COc1cccc(/C=C2\N=C(c3c(-c4ccccc4)noc3C)OC2=O)c1OC returned DAX1 inh-1 0.3, MBD2 inh -4, hgDAF12 agonist 0.6, ssDAF12 agonist -1.3, PLCb3 inh -3, PLCg1 inh -3, SMARCA2 activ 2, DAX1 inh-2 0.1, hcDAF12 agonist -0.9, ADAM17 inh -1 and NR1D1 modulator -5.
O=C1Nc2ccccc2Nc2ncccc21 was read as DAX1 inh-1 -0.6, MBD2 inh 2, hgDAF12 agonist 1.6, ssDAF12 agonist -1.6, PLCb3 inh 1, PLCg1 inh 4, SMARCA2 activ 1, DAX1 inh-2 0.5, hcDAF12 agonist -0.5, ADAM17 inh -3 and NR1D1 modulator 1.
`CC(C)C[C@H](NC(=O)CC[C@H]1O[C@@H](n2ccc(=O)[nH]c2=O)[C@H](O)[C@@H]1O)C(=O)O` gave MBD2 inh -3, hgDAF12 agonist 0.1, ssDAF12 agonist -1.3, PLCb3 inh 3, PLCg1 inh 1, SMARCA2 activ -1, DAX1 inh-2 -0.2, hcDAF12 agonist -0.2, ADAM17 inh 1 and NR1D1 modulator -3.
For O=C(Cn1cnc2c(OCc3ccccc3)ncnc21)NCc1ccccn1 the results were DAX1 inh-1 -1.3, MBD2 inh -5, hgDAF12 agonist 3.0, ssDAF12 agonist -0.2, PLCb3 inh 3, PLCg1 inh -1, SMARCA2 activ -1, DAX1 inh-2 1.9, hcDAF12 agonist -0.5, ADAM17 inh -2 and NR1D1 modulator 0.
For CN(C=C1C(=O)CC(C)(C)CC1=O)CCN1CCNCC1 the results were DAX1 inh-1 0.4, MBD2 inh -1, hgDAF12 agonist 1.2, ssDAF12 agonist -1.1, PLCb3 inh -4, PLCg1 inh -3, SMARCA2 activ -2, DAX1 inh-2 -0.1, hcDAF12 agonist 0.1, ADAM17 inh -5 and NR1D1 modulator 0.
For NS(=O)(=O)c1ccc(CNC(=O)c2ccc(Cl)c([N+](=O)[O-])c2)cc1 the results were DAX1 inh-1 -1.6, MBD2 inh -2, hgDAF12 agonist -1.1, ssDAF12 agonist -1.7, PLCb3 inh -5, PLCg1 inh 1, SMARCA2 activ -1, DAX1 inh-2 -0.8, hcDAF12 agonist -0.3, ADAM17 inh -5 and NR1D1 modulator -3.
Screening CN(C)c1ccccc1-c1cc(NC=O)c2ncc(-c3cccc(C(F)(F)F)c3)n2c1 returned MBD2 inh 42*, hgDAF12 agonist 0.2, ssDAF12 agonist -0.5, PLCb3 inh inactive, PLCg1 inh inactive, SMARCA2 activ 7, DAX1 inh-2 -0.8, hcDAF12 agonist 1.1, ADAM17 inh -30 and NR1D1 modulator 16.
For CN(C(=O)COC(=O)c1ccccc1SCC(=O)N1CCCC1)C1CCS(=O)(=O)C1 (stereo not given) the results were DAX1 inh-1 0.0, MBD2 inh 5, hgDAF12 agonist 0.2, ssDAF12 agonist -0.2, PLCb3 inh -6, PLCg1 inh 0, SMARCA2 activ -3, DAX1 inh-2 1.1, hcDAF12 agonist -0.8, ADAM17 inh 9.0* and NR1D1 modulator -1.
Screening COc1ccc(C(=O)Nc2ccccc2C(N)=O)cc1 returned DAX1 inh-1 0.5, MBD2 inh 1, hgDAF12 agonist 13*, ssDAF12 agonist -0.4, PLCb3 inh 0, PLCg1 inh -2, SMARCA2 activ 4, DAX1 inh-2 1.9, hcDAF12 agonist -0.3, ADAM17 inh -3 and NR1D1 modulator -4.
For COC(OC)C(C)NC(=O)NC(=O)c1ccccc1Cl (stereo not given) the results were DAX1 inh-1 2.7, MBD2 inh -5, hgDAF12 agonist 2.3, ssDAF12 agonist -1.3, PLCb3 inh -6, PLCg1 inh 1, SMARCA2 activ 0, DAX1 inh-2 -0.4, hcDAF12 agonist 0.5, ADAM17 inh -1 and NR1D1 modulator -6.
Screening O=C(O)c1ccc(NC(=O)c2cn(-c3ccccc3)nc2-c2ccc(Cl)cc2)cc1 returned DAX1 inh-1 -0.6, MBD2 inh -1, hgDAF12 agonist 6.2, ssDAF12 agonist -0.6, PLCb3 inh -1, PLCg1 inh -1, SMARCA2 activ 5, DAX1 inh-2 2.6, hcDAF12 agonist 0.8, ADAM17 inh 1 and NR1D1 modulator -6.
For Cc1[nH]c(=O)[nH]c(=O)c1S(=O)(=O)N1CCCC(C(=O)NCc2ccccc2Cl)C1 (stereo not given) the results were DAX1 inh-1 0.4, MBD2 inh -2, hgDAF12 agonist -0.9, ssDAF12 agonist -1.2, PLCb3 inh -3, PLCg1 inh 2, SMARCA2 activ -1, DAX1 inh-2 0.1, hcDAF12 agonist -0.5, ADAM17 inh -2 and NR1D1 modulator -1.
COc1ccc(CNC(=O)c2c(O)c3cccc4c3n(c2=O)CCC4)cc1 was read as DAX1 inh-1 1.4, MBD2 inh 9, hgDAF12 agonist 0.7, ssDAF12 agonist -1.1, PLCb3 inh -2, PLCg1 inh 7, SMARCA2 activ -1, DAX1 inh-2 -0.7, hcDAF12 agonist -0.3, ADAM17 inh -8 and NR1D1 modulator 1.
Screening Cc1c(NC(=O)C(C)N2C(=O)C3C4C=CC(C4)C3C2=O)c(=O)n(-c2ccccc2)n1C (stereo not given) returned DAX1 inh-1 0.4, MBD2 inh -2, hgDAF12 agonist 2.0, ssDAF12 agonist -0.1, PLCb3 inh 2, PLCg1 inh 1, SMARCA2 activ -1, DAX1 inh-2 0.7, hcDAF12 agonist 0.3, ADAM17 inh -3 and NR1D1 modulator 2.
For CC1CCC(NC(=O)CCCCn2c(=O)[nH]c3ccsc3c2=O)CC1 (stereo not given) the results were DAX1 inh-1 -0.8, MBD2 inh -10, hgDAF12 agonist -0.8, ssDAF12 agonist -1.1, PLCb3 inh -2, PLCg1 inh 0, SMARCA2 activ -2, DAX1 inh-2 -0.2, hcDAF12 agonist -2.0, ADAM17 inh -2 and NR1D1 modulator 2.
COc1cc(C(=O)NNC(=O)COc2ccc(C)cc2)ccc1OCC(=O)N1CCOCC1 was read as DAX1 inh-1 1.2, MBD2 inh -2, hgDAF12 agonist -1.4, ssDAF12 agonist -0.7, PLCb3 inh -1, PLCg1 inh 0, SMARCA2 activ 2, DAX1 inh-2 0.1, hcDAF12 agonist 0.1, ADAM17 inh 2 and NR1D1 modulator -3.

Rows were taken by chance; overall some 7.4% were active at least once.
